Mm-Cpn inhibitor: blocks the Methanococcus maripaludis chaperonin Mm-Cpn; purified Mm-Cpn ATPase, ADP Transcreener TR-FRET; Potency, µM (doses to about 76.9 µM), for inactives: at the highest dose activity, negative = inhibition, most hits filed as inhibitors; actives 0.031% (n = 330,000); AID 504842; also: potency is read from the fitted curve at half-maximal effect; % is scaled to controls: 0 for no effect and ±100 for the full control effect; nearly all actives have a fitted effect of over 80% in size
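Purified archaeal Mm-CPN (25nM final) preincubated 10 min at 37degC with compound, then 10uM ATP for 30 min at 37degC; ADP measured by HTRF Transcreener TR-FRET; buffer 30 mM TRIS pH 7.4, 100mM KCl, 5mM MgCl2, 1mM DTT.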
PLK1 PBD inh: inhibitors of human PLK1 polo-box domain binding; P53350; Plk1 PBD binding of FITC phosphopeptide, fluorescence polarization; Potency, µM, for inactives: max response, negative = inhibition, actives largely listed as inhibitors; actives 2.8% (n = 360,000); AID 720504; also: potency is read from the fitted curve at half-maximal effect; series mostly up to about 57 µM; % is scaled to controls: 0 for no effect and ±100 for the full control effect; nearly all actives have a fitted effect of over 65% in size
CCT modulator: modulators of cytosolic chaperonin (CCT/TRiC) activity | purified chaperonin ATPase assay, HTRF ADP detection, 30 min | activity change, % (test concentration not listed), hits read low | actives 0.3% (n = 360,000); in the data active = activity change below about -30%; also: % is scaled to controls: 0 for no effect and ±100 for the full control effect
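Nucleotide hydrolysis assay: TRiC at 20–40 nM final (set by batch activity) with 10 uM ATP, 30 min at 37 °C, in presence of 76 uM compound. Detection by competitive ADP HTRF, 30 min ambient.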
EPAC2 antagonist: antagonists of human EPAC2. AID 720708. EPAC2 GEF exchange of Rap1B-BODIPY-GDP, fluorescence. Q8WZA2. actives 0.18% (n = 360,000). Potency, µM (highest dose often 114 µM), without a hit: top-dose activity, negative = inhibition, most hits filed as inhibitors; also: potency is read from the fitted curve at half-maximal effect; % is scaled to controls: 0 for no effect and ±100 for the full control effect; nearly all actives have a fitted effect of over 45% in size; many of its hits are not listed in these tables
EPAC1 agonist: EPAC1 (human) agonism; Potency, µM (doses to about 154 µM), for the others: at the top dose activation, actives largely listed as activators; EPAC1 agonist qHTS, biochemical assay; response scale: 100% = response to 6.5 mM cAMP; AID 720707; O95398; actives 0.073% (n = 360,000); also: potency is read from the fitted curve at half-maximal effect; nearly all actives have a fitted effect of over 60% in size
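Nucleotide exchange assay: 100 nM EPAC1 with 250 nM Rap1B loaded with BODIPY-GDP and 50 uM GDP, room temperature. Fluorescence (480/540 nm) read every 5 min for 30 min; signal change normalized to 6.5 mM cAMP as full agonist.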
EPAC1 antagonist: blocks human EPAC1 exchange factor; O95398; EPAC1 GEF assay, Rap1b-BODIPY-GDP exchange fluorescence; Potency, µM (doses to about 115 µM), without a hit: top-dose activity change, negative = inhibition, most hits filed as inhibitors; actives 0.14% (n = 360,000); AID 720709;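 also: potency is read from the fitted curve at half-maximal effect; plate controls were vehicle for no effect and positive control for full effect; nearly all actives have a fitted effect of over 50% in size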
WRN helicase inh: inhibitors of human WRN helicase. Q14191. WRN helicase unwinding, fluorescent forked duplex, kinetic. actives 0.46% (n = 360,000). Potency, µM (doses to about 114 µM), without a hit: top-dose activity change, negative = inhibition, hits mostly inhibitors. AID 651768; also: potency is read from the fitted curve at half-maximal effect; % is scaled to controls: 0 for no effect and ±100 for the full control effect; nearly all actives have a fitted effect of over 55% in size
Target sequence (Q14191 whole entry, looked up): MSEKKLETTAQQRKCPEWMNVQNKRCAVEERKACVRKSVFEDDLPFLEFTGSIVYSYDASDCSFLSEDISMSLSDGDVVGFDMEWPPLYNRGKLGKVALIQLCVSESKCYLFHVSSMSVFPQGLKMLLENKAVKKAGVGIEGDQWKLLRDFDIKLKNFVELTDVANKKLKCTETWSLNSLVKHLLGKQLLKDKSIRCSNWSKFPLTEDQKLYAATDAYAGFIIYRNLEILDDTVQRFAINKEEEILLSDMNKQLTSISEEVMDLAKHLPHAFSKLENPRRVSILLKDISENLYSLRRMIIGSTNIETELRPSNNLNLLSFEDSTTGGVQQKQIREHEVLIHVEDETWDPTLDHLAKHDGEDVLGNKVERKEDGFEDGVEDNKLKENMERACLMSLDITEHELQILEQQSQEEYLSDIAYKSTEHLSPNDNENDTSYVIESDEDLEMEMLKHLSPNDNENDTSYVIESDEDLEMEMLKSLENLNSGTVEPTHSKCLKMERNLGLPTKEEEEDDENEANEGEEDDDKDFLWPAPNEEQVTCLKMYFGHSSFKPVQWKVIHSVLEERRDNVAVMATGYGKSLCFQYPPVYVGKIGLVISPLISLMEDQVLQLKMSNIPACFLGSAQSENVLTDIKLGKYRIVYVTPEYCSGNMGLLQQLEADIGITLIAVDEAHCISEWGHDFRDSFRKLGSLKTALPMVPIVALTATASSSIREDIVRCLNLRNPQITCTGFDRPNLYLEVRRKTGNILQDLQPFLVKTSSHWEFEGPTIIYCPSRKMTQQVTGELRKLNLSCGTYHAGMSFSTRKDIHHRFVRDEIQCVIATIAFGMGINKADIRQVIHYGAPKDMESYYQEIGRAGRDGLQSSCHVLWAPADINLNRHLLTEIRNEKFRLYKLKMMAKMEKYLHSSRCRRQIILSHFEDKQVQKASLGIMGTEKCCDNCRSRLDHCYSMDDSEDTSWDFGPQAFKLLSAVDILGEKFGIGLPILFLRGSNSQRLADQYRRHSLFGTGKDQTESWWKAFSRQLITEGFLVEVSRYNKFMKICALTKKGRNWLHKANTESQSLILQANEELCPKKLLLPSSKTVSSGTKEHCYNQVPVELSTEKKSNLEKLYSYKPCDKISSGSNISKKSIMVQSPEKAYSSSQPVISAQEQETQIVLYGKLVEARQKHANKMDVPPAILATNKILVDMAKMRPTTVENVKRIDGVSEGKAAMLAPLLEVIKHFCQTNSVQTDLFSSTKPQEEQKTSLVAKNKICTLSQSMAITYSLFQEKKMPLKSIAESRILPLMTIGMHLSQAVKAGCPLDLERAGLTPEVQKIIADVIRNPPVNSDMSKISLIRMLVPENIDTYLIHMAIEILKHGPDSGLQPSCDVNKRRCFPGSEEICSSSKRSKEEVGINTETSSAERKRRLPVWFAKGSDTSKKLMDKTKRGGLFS
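Kinetic fluorescence helicase assay: unwinding of a quenched forked DNA duplex (100 nM final) with 2 mM ATP final raises red fluorescence (525/598 nm). Compounds sat 15 min at room temperature with 20 nM WRN beforehand.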
PI5P4K alpha inh: blocks human PI5P4K alpha kinase activity | P48426 | PI5P4Kalpha enzyme, ADP-Glo luminescence, 60 min; hits give low values | max response, % | actives 1.2% (n = 330,000); active = max response of -50% or lower; inconclusive = between -30% and -50%; inactive = -30% or higher; also: value at the top dose of about 77 µM; % is scaled to controls: 0 for no effect and ±100 for the full control effect
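Compounds were pin-transferred onto PI5P4Kalpha and substrate in HEPES pH 7.4 buffer with EGTA, CHAPS and 5% DMSO. ATP (5 microM final) started the reaction, which ran 60 minutes at room temperature before ADP-Glo detection.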
Starred values were filed as active, the others as inactive; u = inconclusive; x = no result given; [ ] = another dose, or the depositor's remark. Unless noted, calls follow the shape of the dose curve; as a rule, active = well fitted curve in the direction sought with a large enough effect; inconclusive = small, poorly fitted or top-dose-only effect, or another doubt; inactive = no such curve, though single readings can be large; an effect the other way counts as inactive or inconclusive. This is a subset; the hit share may differ from the screen's.

Start of the data: the first five compounds, ahead of the listing:
entry | compound | PLK1 PBD inh | EPAC1 antagonist | CCT modulator | Mm-Cpn inhibitor | WRN helicase inh | PI5P4K alpha inh | EPAC1 agonist | EPAC2 antagonist
1 | O=C(OCc1cn([C@@H]2C[C@H](c3ccccc3)N(Cc3cccs3)C[C@H]2O)nn1)c1ccccc1 | 5.0% | 1.5% | -1.8 | x | 5.2% | 2.6 | 5.0% | -17.7%
2 | O=c1cc(NCc2ccccc2)[nH]c(=O)[nH]1 | 5.1% | -16.1% | 0.5 | x | -7.9% | -5.4 | -1.8% | 2.0%
3 | CS(=O)(=O)c1cccc(C(=O)NC(c2ccccc2)c2ccccc2)c1 | -0.1% | -0.5% | 0.5 | 1.1% | -7.2% | -0.4 | 10.7% | -0.8%
4 | CCCOc1ccc(N)cc1N | u | -2.6% | -3.1 | -1.8% | 56.2µM* | -64.6* | 11.0% | -6.9%
5 | CCOC(=O)C1CCN(S(=O)(=O)c2ccc3c(c2)CCN3C(C)=O)CC1 | -3.1% | -12.3% | -2.7 | 0.0% | 1.3% | -8.3 | -3.1% | 4.9%

The listing, previewed entries included:
entry | compound | PLK1 PBD inh | EPAC1 antagonist | CCT modulator | Mm-Cpn inhibitor | WRN helicase inh | PI5P4K alpha inh | EPAC1 agonist | EPAC2 antagonist
1 | O=C(OCc1cn([C@@H]2C[C@H](c3ccccc3)N(Cc3cccs3)C[C@H]2O)nn1)c1ccccc1 | 5.0% | 1.5% | -1.8 | x | 5.2% | 2.6 | 5.0% | -17.7%
2 | O=c1cc(NCc2ccccc2)[nH]c(=O)[nH]1 | 5.1% | -16.1% | 0.5 | x | -7.9% | -5.4 | -1.8% | 2.0%
3 | CS(=O)(=O)c1cccc(C(=O)NC(c2ccccc2)c2ccccc2)c1 | -0.1% | -0.5% | 0.5 | 1.1% | -7.2% | -0.4 | 10.7% | -0.8%
4 | CCCOc1ccc(N)cc1N | u | -2.6% | -3.1 | -1.8% | 56.2µM* | -64.6* | 11.0% | -6.9%
5 | CCOC(=O)C1CCN(S(=O)(=O)c2ccc3c(c2)CCN3C(C)=O)CC1 | -3.1% | -12.3% | -2.7 | 0.0% | 1.3% | -8.3 | -3.1% | 4.9%
6 | CCCCC(=O)Nc1nnc(SCC(=O)NCC2CCCO2)s1 (stereo not given) | 0.9% | -4.6% | -0.6 | -7.1% | 2.1% | 0.3 | 7.2% | -0.9%
7 | O=C1NC(=Nc2ccc3ccccc3c2)S/C1=C/c1ccco1 | -29.4% | -29.5% | 2.6 | -6.3% | -3.7%[11.6 µM] | -55.4* | 16.4% | 4.2%
8 | O=C(Cc1ccccc1F)Nc1nc(-c2cccs2)cs1 | -9.3% | 8.1% | -3.5 | -3.4% | -5.7% | 1.0 | 23.0% | -14.5%
9 | CC1=C(C(N)=O)C(c2ccccc2F)n2nc(CCCO)nc2N1 (stereo not given) | -17.1% | 23.9% | -8.0 | -0.4% | 3.1% | 5.4 | -2.5% | -5.3%
10 | CC(C)OC(=O)CC(=O)CC(O)c1cccc([N+](=O)[O-])c1 (stereo not given) | -7.7% | 10.8% | x | x | 0.8% | -0.2 | -0.2% | -2.2%
11 | Nc1ncnc(NNC(=O)CNC(=O)c2c(F)cccc2Cl)c1[N+](=O)[O-] | -4.7% | 1.4% | -0.5 | 4.8% | -2.9% | 2.2 | -0.9% | 8.0%
12 | C=CC[n+]1c(-c2ccc(OCC)cc2)csc1NNC(=O)Nc1ccccc1 | -8.7% | 2.9% | -0.2 | u | -7.2% | x | 8.3% | -8.1%
13 | O=C(N/N=C/c1cccnc1)NC12CC3CC(CC(C3)C1)C2 | -2.6% | -4.9% | 0.0 | -0.1% | -0.3% | 0.7 | -5.1% | 7.3%
14 | O=C1COc2ccc(C(=O)/C=C/c3ccccc3)cc2N1 | -9.1% | -27.4% | 0.6 | -2.1% | -11.1% | 0.1 | -2.5% | -16.8%
15 | Cc1ccc(OCC(=O)N/N=C\c2c(C)n(C)c3ccccc23)c([N+](=O)[O-])c1 | -3.9% | -8.8% | 0.0 | -0.1% | -4.6% | x | 15.0% | -27.3%
16 | Cc1cc(NS(=O)(=O)c2ccc(NC(=O)c3cc4ccccc4o3)cc2)nc(C)n1 | -11.6% | 7.8% | 1.2 | 0.0% | -24.5% | 1.0 | -5.1% | 1.1%
17 | Cn1c(SCC(=O)NCC2CCCO2)nnc1-c1ccc(S(=O)(=O)N2CCCC2)cc1 (stereo not given) | -4.3% | -6.0% | -3.0 | 0.8% | -6.1% | x | 4.3% | -6.0%
18 | COC(=O)c1ccccc1NC1CC(=O)N(c2c(C)cccc2C)C1=O (stereo not given) | -9.1% | -4.6% | -0.1 | -17.6% | -3.3% | x | 16.4% | -4.1%
19 | CC1CCCCN1S(=O)(=O)c1ccccc1[N+](=O)[O-] (stereo not given) | -13.4% | -2.3% | -4.8 | -0.9% | 3.4% | 12.6 | -5.7% | 2.5%
20 | O=C(NCC(c1cccs1)N1CCOCC1)c1ccc(Cl)cc1 (stereo not given) | -0.9% | -9.7% | 3.6 | 0.0% | -2.8% | 5.1 | -24.0% | -3.2%

entry | compound | PLK1 PBD inh | EPAC1 antagonist | CCT modulator | Mm-Cpn inhibitor | WRN helicase inh | PI5P4K alpha inh | EPAC1 agonist | EPAC2 antagonist
21 | Cc1cccc(-n2[nH]c3c4c(ccc3c2=O)C(=O)c2ccccc2C4=O)c1 | -2.1% | -14.2% | 1.6 | -1.3% | -10.0% | -11.2 | -9.4% | -1.6%
22 | O=C1c2[nH]nc(-c3ccccc3O)c2C(c2ccc(F)cc2)N1CC1CCCO1 (stereo not given) | -2.1% | 3.9% | 1.7 | 2.0% | 1.4% | 0.5 | 4.7% | 5.0%
23 | O=C(CCN1C(=O)/C(=C/c2ccc3c(c2)OCO3)SC1=S)Nc1ccccc1 | -11.7% | -1.2% | -1.6 | 0.0% | 3.2% | -4.6 | -15.5% | 5.9%
24 | CC(C)(CO)Cc1cc(C(C)(C)C)c(O)c(C(C)(C)C)c1 | -5.5% | -20.3% | -0.4 | -0.9% | -11.8% | 13.8 | -26.3% | -29.5%
25 | O=C(NN1C(=O)NC2(CCCCC2)C1=O)c1cc(F)cc(F)c1 | -0.5% | 6.6% | 1.0 | 0.9% | 9.6% | -7.6 | 3.4% | 5.0%
26 | CCOC(=O)c1nn(-c2ccc(C)cc2)c(=O)c2c(N)scc12 | -14.3% | 0.9% | -1.4 | -5.0% | -29.1% | -5.7 | 3.1% | -1.6%
27 | Oc1c(C=Nc2ccccc2)sc2ccccc12 | 4.9% | 2.3% | -6.1 | -2.3% | -14.1% | -16.4 | 9.9% | 3.0%
28 | CCn1c(SCC(=O)Nc2cccnc2Cl)nnc1-c1ccccc1 | -3.4% | -19.7% | -2.7 | 1.7% | 3.4% | 0.3 | -0.6% | 12.2%
29 | Cc1cc(C)c2c(c1)-c1cc(C)nn1C(c1ccc3c(c1)OCO3)N2 (stereo not given) | -3.2% | 11.8% | -0.4 | -0.7% | -2.0% | 13.8 | -0.7% | -0.3%
30 | CC(=O)c1ccc(OCCCC(=O)OCC(=O)Nc2ccc3[nH]c(=O)[nH]c3c2)cc1 | -6.6% | -21.7% | -1.5 | -1.8% | -27.8% | -6.6 | -6.6% | 9.4%
31 | COc1ccc(-c2nc(SC(C)C(=O)Nc3ccc(NC(C)=O)cc3)n[nH]2)cc1 (stereo not given) | -20.4% | 6.2% | -1.9 | -1.7% | -1.5% | -5.3 | -16.7% | 6.7%
32 | NS(=O)(=O)c1ccc(NC(=O)COC(=O)c2ccc(Cl)cc2[N+](=O)[O-])cc1 | -8.7% | -17.6% | -2.1 | -0.3% | -0.4% | -1.5 | 2.4% | 0.7%
33 | CCOC(=O)c1cccc(Nc2ncnc3ccccc23)c1 | -2.1% | 0.6% | 1.4 | 0.7% | 0.4% | 2.3 | 3.4% | -2.0%
34 | COc1cc(C)c(S(=O)(=O)NOCc2ccccc2)c(C)c1C | -19.0% | -18.7% | -0.9 | -3.2% | -4.3% | 4.9 | 11.9% | -29.6%
35 | Cc1cc(C(=O)N/N=C/c2ccc(OCc3ccccc3)cc2)c(C)o1 | u | 5.0% | 1.8 | 2.4% | -5.9%[57.1 µM] | 0.7 | 1.4% | 6.7%
36 | N#Cc1ccc(-c2csc(NC(=O)c3ccc(S(=O)(=O)N4CCc5ccccc5C4)cc3)n2)cc1 | -7.9% | -14.5% | -25.2 | -13.8% | 2.8% | -6.8 | 7.0% | 15.0%
37 | Cc1cccc(OCC(=O)Nc2ccc(N3CCN(S(C)(=O)=O)CC3)cc2)c1 | -1.8% | 0.0% | -2.7 | -0.1% | 6.3% | 1.0 | 0.0% | 3.0%
38 | CCCCC(=O)Nc1nn(CC(C)C)c2nc3ccccc3cc12 | 2.1% | -1.4% | -0.8 | -0.2% | 14.5% | 0.3 | -2.2% | -1.1%[57.1 µM]
39 | Cc1ccc(/C=N/NC(=O)CCn2nc(C)cc2C)c(C)c1 | -11.3% | -8.0% | -1.0 | -0.2% | 5.0% | -1.4 | -1.6% | -8.2%
40 | Cc1ccccc1CS(=O)(=O)Cc1ccc(C(=O)NCCCN2CCCC2=O)o1 | -0.2% | 11.3% | 1.4 | 1.3% | -3.0% | 0.9 | -5.6% | 8.3%

Screen by screen, as entered above:
EPAC1 agonist, entries 34 to 40 → 11.9%, 1.4%, 7.0%, 0.0%, -2.2%, -1.6%, -5.6%

The results go on:
entry | compound | PLK1 PBD inh | EPAC1 antagonist | CCT modulator | Mm-Cpn inhibitor | WRN helicase inh | PI5P4K alpha inh | EPAC1 agonist | EPAC2 antagonist
41 | O=C(COC(=O)C(Cc1ccccc1)NC(=O)c1cccs1)NCc1ccccc1 (stereo not given) | 1.1% | 16.1% | 1.9 | 0.3% | 3.0% | 3.8 | -1.6% | -5.8%
42 | Cc1ccc(S(=O)(=O)N2C[C@H]3C(=O)C[C@@H](c4ccc(Cl)cc4)N(S(=O)(=O)c4ccc(C)cc4)[C@H]3C[C@H]2c2cccc3ccccc23)cc1 | -0.1% | -16.7% | 2.8 | x | -4.5% | -0.6 | -14.5% | 7.7%
43 | O=C(COC(=O)C12CC3CC(CC(O)(C3)C1)C2)NC12CC3CC(CC(C3)C1)C2 | -7.3% | -7.7% | -1.2 | 0.3% | -1.2% | 2.2 | -6.9% | 15.5%
44 | Cc1ccc(C)c(OCCCC(C)(C)C(=O)O)c1 | -6.4% | 6.6% | -2.7 | 1.3%[15.4 µM] | -7.5% | 5.5 | -2.7% | -15.7%
